Compound activity deposited in PubChem BioAssay by National Center for Advancing Translational Sciences (NCATS).
KDM4E inh: qHTS Assay for Inhibitors of Human Jumonji Domain Containing 2E (JMJD2E) | JMJD2E catalytic domain, FDH-coupled NADH fluorescence (FDH is formaldehyde dehydrogenase) | 230,000 compounds, 1.6% hits | Potency, µM (top dose mostly 57.1 µM), for the others: at the top dose activity change, negative = inhibition, usual class: inhibitors | Lysine-specific demethylase 4E (Homo sapiens), B2RXH2 | AID 2147, 2009; active = well fitted inhibition curve with a large enough effect, not every such curve was filed as active; inconclusive = small, poorly fitted or top-dose-only effect, or another doubt; inactive = no such curve, though single readings can be large or run the other way;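 also: 0% = wells with enzyme and -100% = buffer wells without enzyme; nearly all actives have a fitted effect of over 50% in size; many of its hits are not listed in these tables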
Target sequence (B2RXH2 1-337 limits assumed): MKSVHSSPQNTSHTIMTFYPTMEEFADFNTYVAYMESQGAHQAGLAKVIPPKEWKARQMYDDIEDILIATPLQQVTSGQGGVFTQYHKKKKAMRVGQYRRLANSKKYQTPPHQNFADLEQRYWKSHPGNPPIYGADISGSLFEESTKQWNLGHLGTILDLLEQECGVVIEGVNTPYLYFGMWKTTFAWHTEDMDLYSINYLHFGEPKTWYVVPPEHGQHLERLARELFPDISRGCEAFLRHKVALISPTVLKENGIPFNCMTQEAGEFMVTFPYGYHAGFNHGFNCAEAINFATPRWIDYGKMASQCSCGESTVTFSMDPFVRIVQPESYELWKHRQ
HttQ103 aggreg: qHTS Multiplex Assay to Identify Dual Action Probes in a Cell Model of Huntington: Aggregate Formation (GFP); Potency, µM (top dose mostly 46.1 µM), without a hit: top-dose activity change, negative = inhibition, actives largely listed as inhibitors; PC12 HttQ103-GFP aggregates, Acumen cytometry, 40 h; 220,000 compounds, 1.1% hits; also: % is scaled to controls: 0 for no effect and ±100 for the full control effect; nearly all actives have a fitted effect of over 60% in size
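Steps: seed 1500 PC12 HTTQ103-GFP cells/well; add tebufenozide, 100 nM final; add compound titration; add ATPLite reagent; quantify GFP aggregates by laser scanning cytometry.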
HTT cytoprotect: qHTS Multiplex Assay to Identify Dual Action Probes in a Cell Model of Huntington: Cytoprotection (ATP) | PC12 HTT-Q103 induced, cytoprotection, ATP luminescence, 40 h | Potency, µM (doses to about 56.4 µM), inactives show cytoprotection (ATP increase), usual class: activators | 230,000 compounds, 0.14% hits | AID 1471, 2008;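 also: % of control where 0% means no effect; nearly all actives have a fitted effect of over 45% in size; toxic huntingtin expression switched on by the ecdysone agonist tebufenozide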
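Rat PC12, Q103 Htt exon1-GFP fusion, ecdysone promoter; tebufenozide inducer 100 nM final; compound titration; qHTS, 1500 cells/well; ATPlite luminescent read.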
ALDH1A1 inh: qHTS Assay for Inhibitors of Aldehyde Dehydrogenase 1 (ALDH1A1). Aldehyde dehydrogenase 1A1 (Homo sapiens), P00352. Potency, µM (series often up to 75.3 µM), inactives show at the top dose activity, negative = inhibition, usual class: inhibitors. AID 1030, 2008. Purified ALDH1A1, NADH fluorescence, propionaldehyde substrate. 220,000 compounds, 7.3% hits; active = well fitted inhibition curve with a large enough effect, not every such curve was filed as active; inconclusive = small, poorly fitted or top-dose-only effect, or another doubt; inactive = no such curve, though single readings can be large or run the other way;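 also: plate controls were no enzyme wells and a reference inhibitor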
Target sequence (P00352 whole entry, looked up): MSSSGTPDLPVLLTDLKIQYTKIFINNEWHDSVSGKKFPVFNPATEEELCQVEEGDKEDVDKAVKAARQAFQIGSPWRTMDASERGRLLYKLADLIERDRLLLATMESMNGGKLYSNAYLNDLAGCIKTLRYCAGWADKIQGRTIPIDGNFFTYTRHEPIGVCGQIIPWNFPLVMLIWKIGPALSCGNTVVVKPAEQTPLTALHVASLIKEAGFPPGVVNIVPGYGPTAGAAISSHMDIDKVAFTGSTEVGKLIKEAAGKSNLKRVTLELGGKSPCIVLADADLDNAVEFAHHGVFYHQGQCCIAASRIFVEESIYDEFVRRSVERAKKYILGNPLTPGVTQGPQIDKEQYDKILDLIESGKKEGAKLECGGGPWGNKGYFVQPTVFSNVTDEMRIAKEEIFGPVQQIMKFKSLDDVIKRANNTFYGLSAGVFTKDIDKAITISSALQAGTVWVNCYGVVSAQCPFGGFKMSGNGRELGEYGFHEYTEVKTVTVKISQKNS
Tau fluor cs: Counterscreen qHTS for Inhibitors of Tau Fibril Formation, Fluorescence Polarization; tau K18 P301L Alexa594 fluorescence, heparin fibrillization; Potency, µM (titrated, usually from 57.7 µM), for inactives: at the top dose activity change, negative = decrease; 280,000 compounds, 0.93% hits; AID 1463, 2008; also: % is scaled to controls: 0 for no effect and ±100 for the full control effect; nearly all actives have a fitted effect of over 55% in size
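Human K18 P301L tau (15 uM unlabeled plus 0.24 uM Alexa 594-labeled, final) in 100 mM sodium acetate pH 7 was mixed with compound and 20 uM heparin and incubated 6 hr at 37 C.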
Tau fibril ThT: qHTS for Inhibitors of Tau Fibril Formation, Thioflavin T Binding; 270,000 compounds, 2.1% hits; Microtubule-associated protein tau (Homo sapiens), P10636; Potency, µM (titrated, usually from 57.4 µM), inactives show at the highest dose activity, negative = inhibition, actives largely listed as inhibitors; recombinant tau K18 P301L, heparin-induced fibrillization, ThT fluorescence; also: % is scaled to controls: 0 for no effect and ±100 for the full control effect; nearly all actives have a fitted effect of over 55% in size
Target sequence (P10636 561-689 P618L limits assumed): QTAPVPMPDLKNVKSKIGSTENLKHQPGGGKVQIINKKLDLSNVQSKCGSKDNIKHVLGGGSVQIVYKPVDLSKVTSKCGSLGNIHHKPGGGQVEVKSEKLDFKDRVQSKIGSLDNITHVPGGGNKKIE
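ThT emission at 510 nm, taken 1 hr after adding 30 uM dye, quantifies aggregates formed when 20 uM heparin acts on human tau K18 P301L for 6 hr at 37 C.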
Tau fibril FP: qHTS for Inhibitors of Tau Fibril Formation, Fluorescence Polarization; 280,000 compounds, 0.39% hits; K18 P301L tau heparin fibrillization, Alexa594 FP, 6 h; Microtubule-associated protein tau (Homo sapiens), P10636; Potency, µM (doses to about 57.7 µM), for the others: at the top dose activity, negative = inhibition, usual class: inhibitors; also: % is scaled to controls: 0 for no effect and ±100 for the full control effect; nearly all actives have a fitted effect of over 55% in size
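Steps: dispense K18 P301L tau (15 uM plus 0.24 uM Alexa 594 tracer, final) in pH 7 sodium acetate; add compound; add heparin (20 uM final); incubate 6 hr, 37 C; add ThT (30 uM final); after 1 hr ambient, read FP.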
SMN2 splice enh: qHTS Assay for Enhancers of SMN2 Splice Variant Expression. HEK293 SMN2-luciferase splicing reporter, luminescence, 30-36 h. Potency, µM (doses to about 46.1 µM), without a hit: at the top dose activity change, positive = activation, actives largely listed as activators. 210,000 compounds, 2.8% hits. AID 1458, 2008; also: % of control where 0% means no effect; nearly all actives have a fitted effect of over 55% in size
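qHTS luciferase splicing reporter: luminescence rises when SMN2 exon 7 is included in transfected HEK293 cells. Compound exposure lasted 30-36 h at 37C, with 4.5 mM final sodium butyrate as control, followed by a ONE-Glo read.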
Starred values were filed as active, the others as inactive; ? = inconclusive; nt = no result given; & = joins results of further samples; [ ] = another dose, or the depositor's remark. Unless noted, calls follow the shape of the dose curve; as a rule, active = well fitted curve in the direction sought with a large enough effect; inconclusive = small, poorly fitted or top-dose-only effect, or another doubt; inactive = no such curve, though single readings can be large; an effect the other way counts as inactive or inconclusive. Potency is read from the fitted curve at half-maximal effect. Some of the compounds tested; count on the stated rates, not on these rows.

SMILES	KDM4E inh	HttQ103 aggreg	HTT cytoprotect	ALDH1A1 inh	Tau fluor cs	Tau fibril ThT	Tau fibril FP	SMN2 splice enh
Cc1cc(Cl)ccc1N=C1N=C(N)c2ccccc21	0%	-1%	-11%[10 µM]	5%	-9%	-16%	-1%	-3%
COc1ccc(CNc2oc(COc3cccc(C)c3)nc2C#N)cc1	nt	nt	nt	nt	?	?	5%	4%
CC(C)CC1(C)N=C(c2ccccc2)C(=S)N1 (stereo not given)	-3%	?	-21%	?	-1%	-1%	1%	-5%
Cc1cc(NC2C3CC4CC(C3)CC2C4)n2nnnc2n1 (stereo not given)	-4%	-14%	-25%[10 µM]	2%	-5%	-2%	-3%	8%
COc1ccccc1N1CCN(CC(=O)Nc2ccc(C)c(F)c2)CC1	-14%	?	-23%	14µM*	-22%	-13%	10%	-6%
O=C(c1cc2c(s1)-c1ccccc1OC2)N1CCCC1	?	?	-24%	?	-7%	?	8%	-22%
Cc1ccc(/C=N/NC(=O)Cn2cnc3c2c(=O)n(C)c(=O)n3C)s1	-3%	17%	21%[10 µM]	2%	6%	2%	4%	14%
CCN(CC)S(=O)(=O)c1cccc(C(=O)N[C@H](C(=O)OCC(=O)NC(=O)NC)C(C)C)c1	9%	18%	0%	5%	3%	0%	2%	2%
CCOC(=O)c1cc(C)sc1NC(=S)Nc1ccccc1	-4%	0%	16%	?	?	-14%	-16%	-31%
CCS(=O)(=O)N1CCC[C@H]2CN3CCc4cc(OC)ccc4[C@@H]3C[C@@H]21	13%	nt	-20%&20%	11%&17%	-2%&-10%	1%&-8%	-5%&-2%	-5%
C=CCC(=O)OCCCCCCOc1ccc(C(=O)O)cc1	-4%	nt	16%[10 µM]	1%	-10%	-14%	4%	-4%
FC(F)(F)c1ccc(N=Cc2sc(N3CCOCC3)nc2-c2ccccc2)cc1	-1%	-3%	-31%[10 µM]	?	-3%	-4%	-1%	5%
O=C(O)CCCCCN1C(=O)/C(=C\c2cn(-c3ccccc3)nc2-c2cccs2)SC1=S	?	24%[9.22 µM]	?	nt	-16%	14µM*	8%	nt
COC(=O)c1cccc(NC(=O)c2cc3sccc3n2C)c1	-4%	-16%	-77%[inhibitor][10 µM]	-7%	?	?	1%	11µM*
O=C(NCc1ccccc1)c1ccc2c(=O)[nH]c3c(C(=O)NCC4CCCO4)sc(=S)n3c2c1 (stereo not given)	4%	21%	-6%[10 µM]	20µM*	?	14µM*	11%	18%
Cc1nnc(SCC(=O)c2c(N)n(C)c(=O)n(C)c2=O)n1Cc1ccccc1	9%	-9%	2%	3%	-8%	-5%	-5%	-6%
C=CCSc1nc(N)c(C(=O)Nc2ccccc2)cc1C#N	?	-9%	19%	?	-9%	-4%	-9%	-18%
O=C(c1ccc(Cl)c(S(=O)(=O)N2CCOCC2)c1)N1CCN(Cc2ccccc2)CC1	8%	26%	24%[10 µM]	-6%	-4%	-4%	3%	-24%
Cc1ccc(S(=O)(=O)N(CC(=O)N2CCCC2)C2CCCCC2)cc1	-1%	3%	-5%[10 µM]	0%	9%	2%	11%	7%
CCOC(=O)c1cc2c(=O)n3ccccc3nc2n(Cc2ccco2)c1=NC(=O)c1ccccc1Br	nt	nt	nt	nt	-19%	?	-7%	-7%
O=C(NC(=S)Nc1ccc(N2CCOCC2)cc1)c1cncc(Br)c1	-14%	-20%	11%[10 µM]	?	-12%	?	2%	6%
CC(C)CC(=O)c1c[nH]c(C(=O)NCCCn2ccnc2)c1	-14%	-1%	25%[10 µM]	?	-6%	-3%	-9%	1%
CCn1cc(S(=O)(=O)N2CCN(Cc3cccc(Cl)c3)CC2)cn1	0%	-11%	-26%	14%	1%	6%	-5%	3%
Cc1noc(NS(=O)(=O)c2ccc(N3Cc4ccccc4C3=O)cc2)c1C	1%	8%	11%	9%	-6%	?	7%	6%
Cc1cccc(C)c1-n1c(C)cc(/C=N\NC(=O)CC(=O)NC2CCCCC2)c1C	6%	?	-4%[10 µM]	-12%	-4%	-9%	7%	-19%
COC(=O)[C@@]1(Cc2ccc(OC)cc2)[C@H]2c3cc(C(=O)N4CCCC4)n(CCN4CCNC4=O)c3C[C@H]2CN1C(=O)c1ccccc1	-4%	17%	nt	1%	-7%	-6%	-1%	13%
COc1ccc2cc(C3CC(c4ccco4)=NN3C(=O)CCC(=O)O)c(Cl)nc2c1 (stereo not given)	?	12%	8%[10 µM]	-5%	-7%	-12%	-4%	-16%
COc1ccc(N2CCN(C(=O)CCCn3c(=O)[nH]c4cc(Cl)ccc4c3=O)CC2)cc1	-11%	-24%	5%	10%	-20%	?	3%	-15%
O=C(c1ccco1)N1CCN(C(=O)c2ccc(COc3ccc4c(c3)CCC4)o2)CC1	-7%	-21%	-49%[inhibitor]	28µM*	-4%	?	-5%	14%
C=CCn1c(C(C)(C)C)nc2ccccc21	11%	-14%	-4%[10 µM]	5%	3%	1%	-1%	-1%
C=CCc1c(C)nn(CC(=O)O)c1-c1ccccc1	-2%	23%	-1%	5%	8%	3%	-1%	7%
OCC(O)C1OC(Nc2ccc(Cl)cc2)C(O)C1O (stereo not given)	6%	-26%[9.22 µM]	-12%[10 µM]	nt	12%	nt	6%	nt
CCCCN1C(=O)Cc2c1nc(N)c1c(N)nc(N(CCC)CCC)c(C#N)c21	?	?	-59%[inhibitor]	?	-25%	?	2%	-4%
Cc1cc(O)c(C=O)c(O)c1C(=O)O	2%	nt	nt	-10%	-17%	?	-12%	-13%
Cc1ccccc1NC(=S)N(Cc1ccccn1)Cc1ccccc1Cl	-2%	-7%	-14%	?	-17%	-6%	-11%	-13%
CCc1ccccc1NC(=O)CSc1nnc(Cn2nnc3ccccc32)n1C	4%	20%	2%[10 µM]	-8%	1%	3%	-4%	-10%
CCOc1cccc(C(=O)Nc2cc(-c3nn4c(C)nnc4s3)ccc2C)c1	-10%	?	-17%	14%	-8%	-14%	8%	-3%
COc1ccc2c(Cl)c(C(=O)NCc3ccco3)sc2c1	-7%	-10%	3%[10 µM]	?	-22%	-25%	-5%	20%
Cc1ccc(C(=O)NCc2nnc(SCC(=O)NC(C)c3ccccc3)n2C)cc1 (stereo not given)	1%	12%	-15%	-8%	-11%	-7%	-18%	14%
COc1ccc(-n2nc(C(=O)Nc3cccc(Cl)c3)c3c4ccccc4n(C)c3c2=O)cc1Cl	nt	nt	nt	nt	-8%	-7%	-8%	-14%
COc1ccc(-c2noc(C(=O)NCc3ccccc3Cl)n2)cc1OC	163%[activator]	-1%	nt	-5%	-22%	-11%	?	-3%
COc1ccc(C(=O)O)cc1S(=O)(=O)Nc1cccc(C(F)(F)F)c1	2%	-1%	1%	4%	6%	1%	-2%	8%
O=C(Oc1cccc2cccnc12)c1ccccc1	nt	-20%	-47%[inhibitor]	8%	-8%	-9%	-4%	nt
Cc1oc2c(c1C(=O)NCc1cccnc1)C(=O)c1ccccc1C2=O	?	3.5µM*	-97%[inhibitor][10 µM]	-1%	-19%	-17%	0%	nt
O=C(Nc1ncc2c(n1)-c1ccccc1OC2)c1ccc(Cl)cc1Cl	?	-16%	-1%	?	-5%	-15%	-8%	-8%
O=C(NCc1cccnc1)C1CCN(S(=O)(=O)N2CCOCC2)CC1	6%	-1%	-3%	-14%	-5%	-10%	2%	9%
CC(=O)c1ccc(NC(=O)N2CCCC(C(=O)c3ccc4c(c3)OCO4)C2)cc1 (stereo not given)	-7%	-31%	-11%	3%	-3%	-8%	4%	nt
CC(=O)Nc1cccc(-c2nnc(-c3ccccc3)o2)c1	-17%	-2%	0%[10 µM]	4%	-3%	-9%	-3%	13µM*
Cc1ccccc1C(=O)NNC(=O)Nc1ccccc1	0%	8%	1%	8%	-3%	5%	5%	14%
O=C(COC(=O)CNS(=O)(=O)c1ccccc1)NC12CC3CC(CC(C3)C1)C2	-3%	3%	-35%[inhibitor]	-8%	-8%	1%	2%	5%
O=C(NC1CCCc2c1cnn2-c1ccc(F)cc1F)c1ccccn1 (stereo not given)	-2%	17%[9.22 µM]	26%[10 µM]	-11%	5%	-1%	3%	-55%[inhibitor]
Cn1c(C2=C(O)CN(c3ccccc3)C2=N)nc2ccccc21	1%	5%	-17%	5%	0%	-4%	8%	-18%
O=C1NC2(CCc3ccccc32)C(=O)N1CCOc1ccc(Cl)cc1 (stereo not given)	-1%	-6%	7%	11%	-22%	-17%	-1%	-7%
COc1cc(/C=C/C(=O)Nc2nc3ccc(S(=O)(=O)NC(C)C)cc3s2)cc(OC)c1OC	?	-6%	16%[10 µM]	-1%	-9%	-2%	2%	-7%
c1coc(-c2nnc(NC3=NCCC3)o2)c1	9%	-16%	-20%	3%	11%	5%	4%	13µM*
Cc1cc(-c2csc(NC(=O)c3ccccc3C(F)(F)F)n2)c(C)n1Cc1ccccc1	-25%	4%	3%[10 µM]	1%	-24%	-7%	3%	nt

Structural class, the entries above containing bromine
SMILES	KDM4E inh	HttQ103 aggreg	HTT cytoprotect	ALDH1A1 inh	Tau fluor cs	Tau fibril ThT	Tau fibril FP	SMN2 splice enh
CCOC(=O)c1cc2c(=O)n3ccccc3nc2n(Cc2ccco2)c1=NC(=O)c1ccccc1Br	nt	nt	nt	nt	-19%	?	-7%	-7%
O=C(NC(=S)Nc1ccc(N2CCOCC2)cc1)c1cncc(Br)c1	-14%	-20%	11%[10 µM]	?	-12%	?	2%	6%
